Compound activity deposited in PubChem BioAssay by several laboratories.
CRFR2-BP ag: CRF-BP/CRF-R2 complex agonism; HEK293 CRF-R2/CRF-BP, calcium dye fluorescence (FLIPR); percent of saturating CRF peptide response; activation, % at 13.2 µM; 0.46% of 350,000 active; AID 588473;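 active = activation of at least 50%, plus an integration ratio under a set limit after plate pattern correction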;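 note: plate controls were neutral control wells without compound for no effect and CRF at EC100 for full effect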
GalR3 antagonist: human GalR3 antagonism. HEK293 GalR3-CNG cAMP membrane potential fluorescence; galR3 body fused to GalR1 C-terminus. inhibition, % at 3 µM. 0.44% of 360,000 active. AID 651719;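 active = inhibition above the screen-wide average plus 3 SD, cut at about 13% in these data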;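 note: forskolin and galanin both at EC90 stimulate the cells; cAMP rise reported by CNG channel membrane potential dye signal; 0% = forskolin plus galanin with DMSO and 100% = forskolin alone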
MEKK3 PB1 HTS: raises or lowers MEK5 binding to the human MEKK3 PB1 domain | bead-based flow cytometry, Alexa488-MEK5 binding to MEKK3; actives lie on both sides; 0 = blocked by unlabeled MEK5, 100 = vehicle | binding response (% of control), % at 10 µM | 1.4% of 290,000 active | AID 1529;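 active = binding response more than 3 SD above or below the average of its plate-row segment, actives on both sides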;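 note: Alexa488 bead fluorescence after subtracting the streptavidin-only scavenger bead signal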
IDE cell activ: activators of human insulin-degrading enzyme in cells. HEK cells, FAbeta-B cleavage, fluorescence polarization; 0% vehicle, 100% cell-free pure enzyme wells. 0.073% of 340,000 active. AID 493087. P14735. activation, % at 5.96 µM;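 active = activation above the mean of all tested compounds plus 3 SD, set per screening campaign, cut at about 17% in these data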
Target sequence (P14735 whole entry, looked up): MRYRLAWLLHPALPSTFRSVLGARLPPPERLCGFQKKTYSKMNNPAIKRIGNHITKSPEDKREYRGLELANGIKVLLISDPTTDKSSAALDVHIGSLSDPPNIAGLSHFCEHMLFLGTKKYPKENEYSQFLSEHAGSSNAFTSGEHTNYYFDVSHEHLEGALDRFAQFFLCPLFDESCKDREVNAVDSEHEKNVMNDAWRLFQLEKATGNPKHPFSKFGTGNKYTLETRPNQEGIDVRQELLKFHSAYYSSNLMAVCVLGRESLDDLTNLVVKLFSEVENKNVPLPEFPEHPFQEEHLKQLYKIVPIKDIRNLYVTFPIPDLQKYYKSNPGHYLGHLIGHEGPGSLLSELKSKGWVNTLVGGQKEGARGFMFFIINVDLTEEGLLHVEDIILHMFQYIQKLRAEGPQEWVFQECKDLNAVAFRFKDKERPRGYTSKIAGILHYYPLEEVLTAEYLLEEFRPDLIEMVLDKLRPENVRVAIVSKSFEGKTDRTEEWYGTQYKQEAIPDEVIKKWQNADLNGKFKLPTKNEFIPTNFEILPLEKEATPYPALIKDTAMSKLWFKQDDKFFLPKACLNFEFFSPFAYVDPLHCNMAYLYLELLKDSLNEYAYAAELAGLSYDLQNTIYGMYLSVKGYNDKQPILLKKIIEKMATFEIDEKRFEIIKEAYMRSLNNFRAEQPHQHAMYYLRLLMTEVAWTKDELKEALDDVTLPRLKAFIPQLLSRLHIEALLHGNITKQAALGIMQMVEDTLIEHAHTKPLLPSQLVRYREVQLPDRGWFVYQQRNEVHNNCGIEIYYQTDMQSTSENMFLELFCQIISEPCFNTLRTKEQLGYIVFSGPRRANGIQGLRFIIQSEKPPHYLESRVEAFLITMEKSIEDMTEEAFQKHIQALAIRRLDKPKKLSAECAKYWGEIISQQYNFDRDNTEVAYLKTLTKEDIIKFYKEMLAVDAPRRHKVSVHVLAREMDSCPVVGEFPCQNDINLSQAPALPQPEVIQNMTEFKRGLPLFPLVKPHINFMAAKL
PHOSPHO1 inh: PHOSPHO1 (human) inhibition | recombinant PHOSPHO1, absorbance phosphatase assay | inhibition, % at 13.3 µM | 1.1% of 290,000 active | AID 1565; in the data active = inhibition above about 60%
M4 PAM: potentiates acetylcholine response at human M4 receptor | P08173 | CHO-K1 hM4/Gqi5, Fluo-8 calcium fluorescence, ACh EC20; 0% = ACh EC20, 100% = maximal ACh | activation, % at 3 µM | 0.4% of 360,000 active;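 active = activation above its plate's cutoff, the mean activation of sample wells plus 3 SD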; note: some results filed as inactive read as strong as hits
pCIP destab: lowers stability of the mouse p/CIP coactivator protein | Q05BA5 | F442A p/CIP-EGFP cells, EGFP fluorescence, 16 h | decrease of EGFP signal, % at 10 µM | 0.01% of 290,000 active | AID 1984;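 active = EGFP signal decrease of at least 30% at 10 µM or well 3 SD below plate mean, unless failing retest; inactive = the rest, including hits failing retest or dose response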; note: some compounds called inactive have numbers as strong as hits; many of its hits are not listed in these tables
CRFBP-R2 block: antagonists of CRF-binding protein/CRF-R2 receptor complex | HEK293 CRF-R2/CRF-BP, CRF-induced calcium fluorescence | inhibition, % at 11.8 µM | 0.59% of 350,000 active | AID 588475;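 active = inhibition of the ligand-induced calcium signal above about 50% at the single tested concentration, limit read from the data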
IDE cell inh: inhibitors of human insulin-degrading enzyme in cells; 0.41% of 320,000 active; inhibition, % at 5.59 µM; P14735; AID 434962; HEK cells, FAbetaB cleavage, fluorescence polarization;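 active = percent inhibition above the average of all tested compounds plus 3 SD, set per screening campaign, cut at about 16% in these data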;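 note: IDE supplied by intact live HEK cells; FP after avidin binding of uncleaved biotin substrate so inhibition keeps polarization high; 0% = DMSO wells and 100% = 60 µM reference IDE inhibitor Ii1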
* hit, by the source's call; / = no result given.

entry	CRFR2-BP ag	GalR3 antagonist	MEKK3 PB1 HTS	IDE cell activ	PHOSPHO1 inh	M4 PAM	pCIP destab	CRFBP-R2 block	IDE cell inh	mol
1	-0.5	-2	102	3	-10	-7	-2	0	3	CCS(=O)(=O)N1CCC(C(=O)NCc2ccc3c(c2)OCO3)CC1
2	-0.9	-10	86	3	-13	3	-4	26	-2	CCOc1ccc(NC(=O)CSc2nc(C)cc(C)n2)cc1
3	0.8	-4	86	8	88*	4	0	-2	-4	O=C(NNC(=S)Nc1ccc(F)cc1)c1ccccc1OC(F)F
4	-0.7	/	96	-4	60*	24	5	-13	-1	C=CCNC(=S)NNC(=O)c1ccc(OCC(C)C)cc1
5	-0.8	-2	96	1	2	8	-7	-6	-1	O=C(CCC1CCCC1)NCCCN1CCOCC1
6	0.6	5	94	3	3	5	4	-5	2	Cc1nc2ccccc2n1CC(O)Cn1c2ccccc2c2ccccc21 (configuration not stated)
7	-0.1	0	/	3	/	-5	/	-5	13	CC(=O)Nc1cccc(NC(=O)c2cccc(S(=O)(=O)N3CCN(Cc4ccccc4)CC3)c2)c1
8	0.0	-4	/	-1	/	-3	/	-4	-3	CN(Cc1ccc(Cl)c(Cl)c1)C(=O)C1CSC2(C)CCC(=O)N12 (configuration not stated)
9	-1.3	-1	98	-1	-12	13	-9	-5	2	COc1ccc(OC(=O)CN2C(=O)C3C4CCC(C4)C3C2=O)cc1 (configuration not stated)
10	1.2	5	86	3	43	2	-6	-14	1	CCOC(=O)c1ccc(N2C(=O)C(CC(N)=O)N(CCc3ccc(OC)c(OC)c3)C2=S)cc1 (configuration not stated)

More results.
entry	CRFR2-BP ag	GalR3 antagonist	MEKK3 PB1 HTS	IDE cell activ	PHOSPHO1 inh	M4 PAM	pCIP destab	CRFBP-R2 block	IDE cell inh	mol
11	-1.8	-8	/	-8	/	4	/	-6	/	COc1ccccc1NC(=S)NN=C(C)c1ccccn1
12	0.7	-6	106	0	20	-1	-12	1	-3	COCCCn1c(SCC(=O)NC2CCCC2)nnc1-c1ccco1
13	1.2	-6	101	-1	17	14	-3	-5	-1	Cc1ccc(S(=O)(=O)N2CCN(C(=O)CCC(=O)NCCc3ccc(S(N)(=O)=O)cc3)CC2)c(C)c1
14	1.8	-1	105	6	-23	5	4	3	-5	Cc1cc(C(=O)NNC(=O)c2cccc(S(=O)(=O)N3CCOCC3)c2)c2ccccc2n1
15	-0.1	-3	101	3	2	14	0	98*	3	COCCn1c(SCC(=O)c2ccc3c(c2)OCCO3)nnc1-c1ccco1
16	-0.7	1	105	1	21	2	-2	4	4	CCOC(=O)c1ccsc1NC(=O)CCS(=O)(=O)c1ccccc1
17	-1.2	-7	104	-7	16	-7	3	5	-3	Cc1ccc(S(=O)(=O)NC2CCCc3ccccc32)cc1C (configuration not stated)
18	-6.8	-1	99	0	17	-5	14	10	-2	Cc1ccc(C)c(OCc2cc(C(=O)N(C)Cc3nccn3C)no2)c1
19	-1.8	-7	113	-4	5	9	7	22	1	Nc1c(Cl)ncnc1N/N=C/c1ccnc2ccccc12
20	1.1	-6	100	7	58	0	4	0	2	Cc1ccc(C)c(N2CCN(S(=O)(=O)c3ccc4c(c3)CC(=O)N4C)CC2)c1

The list goes on.
entry	CRFR2-BP ag	GalR3 antagonist	MEKK3 PB1 HTS	IDE cell activ	PHOSPHO1 inh	M4 PAM	pCIP destab	CRFBP-R2 block	IDE cell inh	mol
21	0.3	/	99	-2	1	11	-9	-60	3	CCNc1nc(N)nc(-c2cc(Cl)ccc2O)n1
22	0.8	-4	/	/	/	2	/	-31	/	O=C(CN1C(=O)NC2(CCCCCC2)C1=O)Nc1ccc(OC(F)(F)F)cc1
23	-6.1	84*	105	-2	7	-5	3	-42	-4	COc1cccc2[nH]c3c(N4CCCC(C)C4)ncnc3c12 (configuration not stated)
24	-1.3	-9	99	0	24	12	-16	0	-1	Cc1ccc(N(CC(=O)NC2CCCC2)C(=O)CNC(=O)c2cccs2)c(C)c1
25	5.8	4	102	-2	7	-1	-14	1	-2	Cc1c(OC(C)C(=O)NCCCN2CCOCC2)ccc2c3c(c(=O)oc12)CCCC3 (configuration not stated)
26	-2.5	-2	100	1	-1	0	-13	19	0	CCOc1ccc(-c2nnc(-c3cccnc3)o2)cc1OCC
27	-2.3	-5	99	-3	48	6	1	3	-2	COc1ccc(CNC(=O)CC2C(=O)NCCN2C2Cc3ccccc3C2)cc1 (configuration not stated)
28	-0.8	-4	104	-2	7	2	-2	9	3	CCCC(=O)NNC(=O)c1ccoc1C
29	-1.0	-7	106	6	14	13	-4	0	1	O=C(NCCc1cccs1)C1CC(c2ccccc2[N+](=O)[O-])=NO1 (configuration not stated)
30	-0.5	-3	/	2	/	6	/	6	5	CCOC(=O)c1c(C)[nH]c(C(=O)OCC(=O)NCc2ccc(F)cc2)c1C

Remaining list, next part:
entry	CRFR2-BP ag	GalR3 antagonist	MEKK3 PB1 HTS	IDE cell activ	PHOSPHO1 inh	M4 PAM	pCIP destab	CRFBP-R2 block	IDE cell inh	mol
31	1.1	-5	103	0	25	-3	0	-12	0	O=C(NC1CCCCNC1=O)c1ccco1 (configuration not stated)
32	1.3	-3	/	7	/	2	/	0	/	CS(=O)(=O)Cc1nc2ccccc2n1CC(=O)Nc1cccc(S(=O)(=O)N2CCCC2)c1
33	0.8	-5	100	2	16	2	-1	-38	1	COc1ccc(OC)c(NC(=O)C2CCCCC2C(=O)O)c1 (configuration not stated)
34	-0.8	-7	94	/	-4	/	3	6	-4	CCO[C@@H]1OC(C(=O)N2CCN(Cc3ccc4c(c3)OCO4)CC2)=C[C@H](c2ccc3c(c2)OCO3)[C@H]1CCCO
35	1.7	-4	92	2	23	3	2	17	1	CCn1c(-c2ccccc2)c(C(=O)CC#N)c2ccccc21
36	1.0	2	95	2	18	5	-7	13	2	Cc1cccc(NS(=O)(=O)c2coc(C(N)=O)c2)c1C
37	4.3	11	96	8	9	-4	-9	5	11	CCOc1ccc(-c2nnn(CC(=O)NCc3ccc4c(c3)OCO4)n2)cc1
38	-0.9	-3	106	-3	48	-4	-3	13	3	CN(C)c1ccc2c(O)cc(=O)n(C)c2c1
39	1.7	-4	104	-1	10	8	-8	-2	/	Cc1cccc(N(C)C(=O)c2cc3cc4ccc(C)cc4nc3o2)c1
40	-4.4	0	/	1	/	3	/	8	-3	O=C(CNC(=O)c1cc(Cl)nc2ccccc12)Nc1ccccc1Br

(cont.)
entry	CRFR2-BP ag	GalR3 antagonist	MEKK3 PB1 HTS	IDE cell activ	PHOSPHO1 inh	M4 PAM	pCIP destab	CRFBP-R2 block	IDE cell inh	mol
41	-3.0	-1	68	6	20	15	5	-5	-4	Nc1nc(SCC(=O)Nc2ccc(Cl)c(S(=O)(=O)N3CCOCC3)c2)n[nH]1
42	0.3	1	97	0	-50	-5	-5	1	-3	CC1=C(C(=O)OC(C)C)C(c2ccncc2)n2ncnc2N1 (configuration not stated)
43	-2.5	-5	110	4	-20	13	-18	13	-3	CC(=O)c1cccc(NC(=O)CN(Cc2ccccc2)S(C)(=O)=O)c1
44	-0.7	-2	68	8	45	-5	4	0	1	COC(=O)[C@@H](NC(=O)N1CCC(C)CC1)C(C)C
45	-0.3	-5	106	6	34	-4	-9	4	-3	COc1ccccc1N1CCN(CCC(=O)Nc2ccc(F)cc2)CC1
46	1.2	-3	98	-4	43	-7	6	0	0	COc1ccc(CCN2CC(C(=O)NCc3cccc4[nH]ccc34)CCC2=O)cc1 (configuration not stated)
47	-0.9	-5	100	-1	-29	-6	-9	1	3	CS(=O)(=O)N(CC(=O)NC1CCCCC1)Cc1ccc(Cl)cc1
48	-2.1	0	106	1	12	-1	21	-15	-1	COc1cccc(OCCSc2nc3ccccc3c(=O)[nH]2)c1
49	0.0	0	/	-2	/	-2	/	-5	/	COc1ccc(/C=N/NC(=O)c2ccc(-n3cnnn3)cc2)cc1
50	2.3	-6	90	4	18	15	8	-13	-1	COc1ccc(Cl)cc1NC(=O)c1ocnc1C

Next part.
entry	CRFR2-BP ag	GalR3 antagonist	MEKK3 PB1 HTS	IDE cell activ	PHOSPHO1 inh	M4 PAM	pCIP destab	CRFBP-R2 block	IDE cell inh	mol
51	-0.2	/	100	6	18	2	-7	11	5	CCc1nn(CC(=O)N2CCN(C)CC2)c(=O)c2cccn12
52	0.0	-2	/	3	/	-3	/	5	-2	Cc1cccc(COC(=O)CCCNC(=O)c2ccc(Cl)cc2)c1
53	5.6	-5	103	4	16	-2	2	-17	0	C=C(C)CC1Nc2ccccc2NC1CC(=C)C (configuration not stated)
54	4.6	0	92	2	21	3	5	-5	2	CCOC(=O)Cc1cnc(N)s1
55	3.6	-7	91	2	-21	-5	-3	-12	2	CN(C)c1ccc(N/C=C/C(=O)C(F)(F)F)cc1
56	0.1	-4	101	-1	/	5	/	1	4	COc1cccc(N2[C@@H](CC(C)=O)c3ccc(/C=C/C(C)=O)cc3S2(=O)=O)c1

Reformatted with two lines to a compound: 11 of the compounds above.
Order of results – CRFR2-BP ag | GalR3 antagonist | MEKK3 PB1 HTS | IDE cell activ | PHOSPHO1 inh | M4 PAM | pCIP destab | CRFBP-R2 block | IDE cell inh
(43) CC(=O)c1cccc(NC(=O)CN(Cc2ccccc2)S(C)(=O)=O)c1
→ -2.5 | -5 | 110 | 4 | -20 | 13 | -18 | 13 | -3
(44) COC(=O)[C@@H](NC(=O)N1CCC(C)CC1)C(C)C
→ -0.7 | -2 | 68 | 8 | 45 | -5 | 4 | 0 | 1
(45) COc1ccccc1N1CCN(CCC(=O)Nc2ccc(F)cc2)CC1
→ -0.3 | -5 | 106 | 6 | 34 | -4 | -9 | 4 | -3
(46) COc1ccc(CCN2CC(C(=O)NCc3cccc4[nH]ccc34)CCC2=O)cc1 (configuration not stated)
→ 1.2 | -3 | 98 | -4 | 43 | -7 | 6 | 0 | 0
(47) CS(=O)(=O)N(CC(=O)NC1CCCCC1)Cc1ccc(Cl)cc1
→ -0.9 | -5 | 100 | -1 | -29 | -6 | -9 | 1 | 3
(48) COc1cccc(OCCSc2nc3ccccc3c(=O)[nH]2)c1
→ -2.1 | 0 | 106 | 1 | 12 | -1 | 21 | -15 | -1
(49) COc1ccc(/C=N/NC(=O)c2ccc(-n3cnnn3)cc2)cc1
→ 0.0 | 0 | / | -2 | / | -2 | / | -5 | /
(50) COc1ccc(Cl)cc1NC(=O)c1ocnc1C
→ 2.3 | -6 | 90 | 4 | 18 | 15 | 8 | -13 | -1
(51) CCc1nn(CC(=O)N2CCN(C)CC2)c(=O)c2cccn12
→ -0.2 | / | 100 | 6 | 18 | 2 | -7 | 11 | 5
(52) Cc1cccc(COC(=O)CCCNC(=O)c2ccc(Cl)cc2)c1
→ 0.0 | -2 | / | 3 | / | -3 | / | 5 | -2
(53) C=C(C)CC1Nc2ccccc2NC1CC(=C)C (configuration not stated)
→ 5.6 | -5 | 103 | 4 | 16 | -2 | 2 | -17 | 0
